# HEK293 viab: GF-AFC viability counterscreen for inhibitors of alpha-synuclein gene (SNCA) expression; HEK-293-SNCA-luc viability, GF-AFC fluorescence, 24 h; Potency, µM (titrated, usually from 57.1 µM), inactives show top-dose activity change, negative = cytotoxicity, hits mostly cytotoxic; actives 0.12% (n = 150,000);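 note: potency is the fitted concentration of half-maximal effect; 0% = DMSO-treated cells and -100% = medium-only wells without cells; nearly all actives have a fitted effect of over 30% in size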
#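 Cytotoxicity counterscreen: after 24 h compound treatment of genome-edited SNCA-luciferase HEK-293 cells, live-cell protease substrate GF-AFC read by fluorescence after 30 min; activity scaled between DMSO (0%) and medium-only (-100%), curves Hill-fitted.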
# 3T3 cytotox: Cytotoxic Profiling in NIH 3T3 Cell Line of Diverse Libraries Using Quantitative High-Throughput Screening. NIH 3T3 viability, CellTiter-Glo ATP luminescence, 48-72 h. Potency, µM (series often up to 96.7 µM), for inactives: top-dose activity change, negative = cytotoxicity, actives largely listed as inhibitors. actives 4.3% (n = 94,000). AID 1345082, 2018; note: potency is the fitted concentration of half-maximal effect; nearly all actives have a fitted effect of over 55% in size
#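 Cytotoxicity was measured by CellTiter-Glo ATP luminescence after 48 or 72 h compound exposure at 37 °C. Mouse NIH 3T3 fibroblasts were seeded at 400 cells/well and dosed by 23 nL pin transfer.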
# IP6K1 inhibitor: Primary qHTS assay for small molecule inhibitors of Inositol hexaphosphate kinase 1 (IP6K1). activity change, % (series mostly up to about 58 µM). Inositol hexakisphosphate kinase 1 (Homo sapiens), Q92551. IP6K1 kinase, ADP-Glo luminescence, 2 h; stronger effect = lower value. actives 0.81% (n = 140,000); in the data active = activity change below about -25%
#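 ADP-Glo luminescence measures ADP made by human IP6K1 during a 2 h RT reaction with ATP/IP6 (mix at 1.3 mM/130 uM); top library doses 57.5 and 19.1 uM final.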
# HEK293 tox: Cytotoxic Profiling in HEK 293 Cell Line of Diverse Libraries Using Quantitative High-Throughput Screening. HEK 293 viability, ATP luminescence (CellTiter-Glo), 48-72 h. Potency, µM (doses to about 115 µM), for inactives: at the highest dose activity change, negative = cytotoxicity, usual class: inhibitors. actives 6.6% (n = 94,000). AID 1345083, 2018; note: potency is the fitted concentration of half-maximal effect; nearly all actives have a fitted effect of over 60% in size
#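 HEK 293 cells seeded at 250 cells/well were exposed to compound for 48 or 72 hr at 37 degree Celsius. Viability taken as ATP content by CellTiter-Glo luminescence.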
# SNCA expr inh: Primary qHTS assay for inhibitors of alpha-synuclein gene (SNCA) expression | Potency, µM (titrated, usually from 57.2 µM), inactives show at the top dose activity change, negative = inhibition, usual class: inhibitors | HEK-293 SNCA-luciferase knock-in, luminescence, 24 h | actives 0.17% (n = 140,000);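 note: potency is the fitted concentration of half-maximal effect; plate controls were DMSO cells for no effect and cell-free wells for full effect; nearly all actives have a fitted effect of over 45% in size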
# Luciferase inh: Firefly luciferase inhibition profiling of diverse chemical library using quantitative high-throughput screening; AID 1347043, 2019; Luciferin 4-monooxygenase (Photinus pyralis), P08659; actives 2.5% (n = 76,000); purified P. pyralis luciferase, luminescence, biochemical; Potency, µM (top dose mostly 115 µM), for inactives: top-dose activity change, negative = inhibition, hits mostly inhibitors; note: potency is the fitted concentration of half-maximal effect; nearly all actives have a fitted effect of over 65% in size
#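 Purified P. pyralis luciferase (10nM final) in 50mM Tris acetate pH 7.5, 10mM Mg acetate, 0.01% Tween-20, 0.05% BSA with 10uM D-luciferin and 10uM ATP. Compounds titrated qHTS. Luminescence imaged on CCD.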
# GPT2 inhibitor: Primary qHTS assay for inhibitors of Glutamate pyruvate transaminase 2 (GPT2) | Alanine aminotransferase 2 (Homo sapiens), Q8TD30 | Recombinant GPT2, coupled pyruvate oxidase/HRP Amplex Red fluorescence | Potency, µM (series often up to 57.7 µM), for inactives: at the highest dose activity change, negative = inhibition, usual class: inhibitors | actives 0.25% (n = 100,000) | AID 1671188, 2021; note: potency is the fitted concentration of half-maximal effect; nearly all actives have a fitted effect of over 60% in size; many of its hits are not listed in these tables
# Target sequence (Q8TD30 whole entry, looked up): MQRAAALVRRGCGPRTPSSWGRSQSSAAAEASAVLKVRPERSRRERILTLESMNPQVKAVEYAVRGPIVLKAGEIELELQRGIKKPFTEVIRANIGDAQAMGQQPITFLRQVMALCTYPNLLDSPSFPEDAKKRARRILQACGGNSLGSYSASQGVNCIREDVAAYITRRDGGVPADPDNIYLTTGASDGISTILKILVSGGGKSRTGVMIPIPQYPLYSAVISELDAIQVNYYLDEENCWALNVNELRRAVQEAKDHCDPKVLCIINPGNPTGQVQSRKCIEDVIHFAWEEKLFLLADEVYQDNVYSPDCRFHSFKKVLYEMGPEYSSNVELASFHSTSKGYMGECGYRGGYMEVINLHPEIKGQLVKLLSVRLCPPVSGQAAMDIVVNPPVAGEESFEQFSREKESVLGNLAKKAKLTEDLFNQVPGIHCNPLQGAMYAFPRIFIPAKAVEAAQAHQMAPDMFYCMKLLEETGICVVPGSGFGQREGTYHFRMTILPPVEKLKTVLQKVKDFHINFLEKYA
#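 Fluorescence read-out: pyruvate from GPT2 turnover coupled to pyruvate oxidase, HRP and Amplex Red (0.2mM ThPP, 0.2U/mL PO and HRP, 50uM Amplex final). Substrates 250uM a-KG, 2mM L-alanine; enzyme 10ng/uL; 30 min RT.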
# An asterisk follows results filed as active; i = inactive; ? = inconclusive; nt = not tested or not shown; [ ] = remark or other dose. Unless noted, calls come from the whole dose curve; as a rule, active = well fitted curve in the direction sought with a large enough effect; inconclusive = small, poorly fitted or top-dose-only effect, or another doubt; inactive = no such curve, though single readings can be large; an effect the other way counts as inactive or inconclusive. Unless noted, % is set by controls: 0 for no effect and ±100 for the full control effect.
1: CN(Cc1ccccc1)Cc1cn([C@H]2CO[C@H]3[C@@H]2OC[C@@H]3NS(C)(=O)=O)nn1
2: COc1ccccc1Nc1ccnc(N2CCC(NC(=O)N(C)C)CC2)n1
3: COc1ccc(C(=O)NC(C(=O)NCC(C)C)C2CCN(C(=O)c3cccs3)CC2)cc1 (stereo not given)
4: O=C(Nc1cccc2cccnc12)c1cccc2c(Br)cccc12
5: O=C(Nc1cc(-c2nc3ccccc3o2)ccc1Cl)c1sc2c([N+](=O)[O-])cccc2c1Cl
6: COc1cccc(CC(=O)N2CC[C@H](CO)[C@H](NC(=O)C3CC3)C2)c1
7: CCc1nn(CC(=O)NCCc2ccc(Cl)cc2)c(=O)c2cc3ccccc3n12
8: Cc1ccc2nc(CN(C)C(=O)C3CCC(=O)N(C4CCCCCC4)C3)[nH]c2c1 (stereo not given)
9: Cc1ccc(C)c(N2CCN(C(=O)c3ccc4c(=O)n(CCc5ccccc5)c(=O)[nH]c4c3)CC2)c1
10: Cc1noc(C)c1CN1CCc2ncc(C(=O)Nc3ccccc3)n2CC1

Screen / compound no.	1	2	3	4	5	6	7	8	9	10
HEK293 viab	4%[87.6 µM]	-6%	3%	-4%	-3%	-3%[12.5 µM]	-2%	-6%	6%	-7%[87.6 µM]
3T3 cytotox	-4%[174 µM]	-21%	-12%	nt	nt	i	nt	-5%	nt	?
IP6K1 inhibitor	0	-8	28	-1	25	14	23	0	-2	-10
HEK293 tox	3%[172 µM]	?	-22%	nt	nt	i	nt	i	nt	-23%[172 µM]
SNCA expr inh	-25%[87.6 µM]	9%	18%	12%	86%[activator]	?	9%	20%	13%	-26%[87.6 µM]
Luciferase inh	0%[172 µM]	nt	1%	nt	nt	-12%	nt	7%	nt	-2%[172 µM]
GPT2 inhibitor	i	i	i	nt	nt	i	nt	1%	nt	i

11: COC(=O)c1ccc(OC)c(Cn2c(=O)n(-c3cccc(Cl)c3)c(=O)c3c4c(sc32)CN(C(C)=O)CC4)c1
12: CCN(CC)CCCNC(=O)c1nn(-c2ccc(OC)c(Cl)c2)c(=O)c2c1c1ccccc1n2C
13: COc1ccccc1-c1cccc(C(=O)N2CCN(C(=O)Cc3ccc(F)cc3)CC2)c1
14: COCCCNC(=O)C(NC(=O)c1cccc(C)c1)C1CCN(C(=O)c2ccccc2)CC1 (stereo not given)
15: CC[C@H]1CN(S(=O)(=O)c2ccc(OC)cc2)CC[C@H]1CC(=O)NCc1ccc(OC)cc1
16: Cn1ncc(N2CCCC(CC(=O)Nc3ccccc3F)C2)cc1=O (stereo not given)
17: Cc1nc(N2CCOCC2)c2c(C(=O)NCCc3ccccc3)c(C)oc2n1
18: Cc1noc(C)c1-c1cnc(Nc2cccc(C(F)(F)F)c2)c2c1CCO2
19: Cc1ccc(C2(O)CCN(c3nccc(CCC(F)(F)F)n3)CC2)nc1
20: Cc1c(C(=O)Nc2ccccc2Cl)sc2ncnc(N(C)C3CCCCC3)c12

Screen / compound no.	11	12	13	14	15	16	17	18	19	20
HEK293 viab	-2%	-19%	4%[12.5 µM]	?	?	-1%	6%	-19%[87.6 µM]	-1%	-7%
3T3 cytotox	nt	nt	?	-14%	?	-26%	nt	?	?	nt
IP6K1 inhibitor	-6	-6	5	8	2	7	-14	-14	-3	15
HEK293 tox	nt	nt	?	i	-10%	-12%	nt	63µM*	?	nt
SNCA expr inh	32%	15%	24%	4%	-16%	4%	45%[activator]	1%[87.6 µM]	-1%	-6%
Luciferase inh	nt	nt	nt	-13%	1%	-6%	nt	?	-2%	nt
GPT2 inhibitor	nt	nt	i	-30%	-8%	-3%	nt	-13%[88.5 µM]	1%	nt

# Laid out differently: results already given.
item	molecule	HEK293 viab	3T3 cytotox	IP6K1 inhibitor	HEK293 tox	SNCA expr inh	Luciferase inh	GPT2 inhibitor
9	Cc1ccc(C)c(N2CCN(C(=O)c3ccc4c(=O)n(CCc5ccccc5)c(=O)[nH]c4c3)CC2)c1	6%	nt	-2	nt	13%	nt	nt
10	Cc1noc(C)c1CN1CCc2ncc(C(=O)Nc3ccccc3)n2CC1	-7%[87.6 µM]	?	-10	-23%[172 µM]	-26%[87.6 µM]	-2%[172 µM]	i
11	COC(=O)c1ccc(OC)c(Cn2c(=O)n(-c3cccc(Cl)c3)c(=O)c3c4c(sc32)CN(C(C)=O)CC4)c1	-2%	nt	-6	nt	32%	nt	nt
12	CCN(CC)CCCNC(=O)c1nn(-c2ccc(OC)c(Cl)c2)c(=O)c2c1c1ccccc1n2C	-19%	nt	-6	nt	15%	nt	nt
13	COc1ccccc1-c1cccc(C(=O)N2CCN(C(=O)Cc3ccc(F)cc3)CC2)c1	4%[12.5 µM]	?	5	?	24%	nt	i
14	COCCCNC(=O)C(NC(=O)c1cccc(C)c1)C1CCN(C(=O)c2ccccc2)CC1 (stereo not given)	?	-14%	8	i	4%	-13%	-30%
15	CC[C@H]1CN(S(=O)(=O)c2ccc(OC)cc2)CC[C@H]1CC(=O)NCc1ccc(OC)cc1	?	?	2	-10%	-16%	1%	-8%
16	Cn1ncc(N2CCCC(CC(=O)Nc3ccccc3F)C2)cc1=O (stereo not given)	-1%	-26%	7	-12%	4%	-6%	-3%
17	Cc1nc(N2CCOCC2)c2c(C(=O)NCCc3ccccc3)c(C)oc2n1	6%	nt	-14	nt	45%[activator]	nt	nt
18	Cc1noc(C)c1-c1cnc(Nc2cccc(C(F)(F)F)c2)c2c1CCO2	-19%[87.6 µM]	?	-14	63µM*	1%[87.6 µM]	?	-13%[88.5 µM]
19	Cc1ccc(C2(O)CCN(c3nccc(CCC(F)(F)F)n3)CC2)nc1	-1%	?	-3	?	-1%	-2%	1%
20	Cc1c(C(=O)Nc2ccccc2Cl)sc2ncnc(N(C)C3CCCCC3)c12	-7%	nt	15	nt	-6%	nt	nt

# Random excerpt: 2 entries already listed.
19: Cc1ccc(C2(O)CCN(c3nccc(CCC(F)(F)F)n3)CC2)nc1
9: Cc1ccc(C)c(N2CCN(C(=O)c3ccc4c(=O)n(CCc5ccccc5)c(=O)[nH]c4c3)CC2)c1

Screen / compound no.	19	9
HEK293 viab	-1%	6%
3T3 cytotox	?	nt
IP6K1 inhibitor	-3	-2
HEK293 tox	?	nt
SNCA expr inh	-1%	13%
Luciferase inh	-2%	nt
GPT2 inhibitor	1%	nt

# Next compounds follow.
21: CC(C)C[C@@H]1N[C@H](C(=O)NCC2CC2)Cc2c[nH]c3cccc1c23
22: CS(=O)(=O)N1CCCN(Cc2cccc(C#N)c2)CCNC(=O)CC1c1ccccc1 (stereo not given)
23: O=C(Nc1ccc(Cl)cc1)c1cc(-c2ccc[nH]2)n[nH]1
24: Cn1cnc(S(=O)(=O)N2CCC(N(C(=O)C3CC3)C3CCOCC3)CC2)c1
25: Cc1ccccc1NC(=O)Nc1nnc(N(C)Cc2ccccc2)s1
26: COCCCCC(=NOCCN)c1ccc(C(F)(F)F)cc1
27: O=C(NCc1ccc(Cl)cc1)c1ccc2oc(=O)n(Cc3ccccc3)c2c1
28: CC(C)CN1C[C@H](COCc2ccccc2)Oc2ccncc2[S+]1(=O)[O-]
29: COCCCNC(=O)c1ccc2oc(-c3ccncc3Cl)nc2c1
30: CN(C)c1nccnc1OC1CCN(C(=O)CCCc2ccccc2)C1 (stereo not given)
31: Cn1nc(N2CCC(NC(=O)c3ncccn3)CC2)ccc1=O

Screen / compound no.	21	22	23	24	25	26	27	28	29	30	31
HEK293 viab	?	-1%	0%	10%	-3%	3%	-1%	6%[23.9 µM]	-11%[12.5 µM]	-12%	4%
3T3 cytotox	?	-9%	-25%	0%	nt	nt	nt	?	-30%	-11%	i
IP6K1 inhibitor	-9	2	16	-3	0	nt	-5	16	17	36	0
HEK293 tox	35µM*	4%	?	-9%	nt	nt	nt	?	?	79µM*	-1%
SNCA expr inh	?	63%[activator]	49%[activator]	5%	7%	-9%	5%	-13%[25.6 µM]	13%	111%[activator]	30%
Luciferase inh	-1%[172 µM]	1%	?	11%	nt	nt	nt	nt	nt	?	-10%
GPT2 inhibitor	-21%[88.5 µM]	i	i	i	nt	-3%	nt	i	i	3%	i

# Source: PubChem

# A portion of the library, so the mix of outcomes need not match the whole.
